Screens (PubChem BioAssay)
Myeloid diff 2: induction of myeloid progenitor differentiation, primary screen, cell-based, flow cytometry, MLPCN library; ER-HoxA9 myeloid progenitors, lysozyme-GFP differentiation; calls only at 10 µM; 360,000 compounds, 1% hits; AID 624256, 2012;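 active means normalized GFP-positive differentiation at or above the plate's own cutoff, the solvent-only control mean plus 3 SD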;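 further: cells exposed to compound for four days before flow analysis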
LYP inhibition: inhibitors of LYP phosphatase, biochemical, fluorescence intensity, uHTS (AID 1779); Tyrosine-protein phosphatase non-receptor type 22 (Homo sapiens); 290,000 compounds, 0.054% hits; inhibition, % at 11.5 µM, or IC50 in µM where a hit was titrated; recombinant LYP phosphatase, fluorescence intensity; higher % means a stronger effect;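 further: plate controls were vehicle with enzyme for no effect and no enzyme for full effect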
Siah-1 displacement: Siah-1 peptide-binding antagonists, primary screen, biochemical, fluorescence polarization, rhodamine-plectin, uHTS (AID 1817); E3 ubiquitin-protein ligase SIAH1 (Homo sapiens); Siah-1 / rhodamine-plectin peptide fluorescence polarization; higher % means a stronger effect; one-dose displacement, % at 20 µM; IC50 in µM for titrated hits; 290,000 compounds, 0.02% hits;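 active means displacement of at least 50% at 20 µM, with a fluorescence ratio check between 0.3 and a set limit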;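 further: plate controls were Siah plus tracer with DMSO for no effect and tracer alone without Siah for full effect; strong numbers were not always called active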
HIV peptide binding: inhibitors of HIV fusion peptide binding, primary screen, biochemical, uHTS, fluorescence dequenching (AID 1986); 290,000 compounds, 0.3% hits; cell-free peptide binding, fluorescence dequenching, 30 min; higher % means a stronger effect; inhibition, % at 20 µM, or IC50 in µM where a hit was titrated; in the data active means inhibition mostly above about 52%, no sharp cut-off; inactive means mostly below about 76%; further: some results filed as inactive read as strong as hits
NOD1 inhibition: NOD1 signaling inhibitors, primary screen, cell-based, luminescence, uHTS (AID 1578); NOD1-driven NF-kB luciferase reporter cells, luminescence; higher % means a stronger effect; one-dose inhibition, % at 4 µM; EC50 in µM for titrated hits; 290,000 compounds, 1% hits; in the data active means inhibition mostly above about 36%, no sharp cut-off; inactive means mostly below about 34%;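 further: HEK-293T reporter cells stimulated with the NOD1 agonist gamma-tri-DAP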
KOR beta-arrestin-1: KOR agonists, beta-arrestin recruitment, primary screen, cell-based, luminescence, uHTS (AID 1777). Kappa-type opioid receptor (Homo sapiens). KOR beta-arrestin recruitment, luminescence; higher % means a stronger effect. activation, % at 10 µM; hits with a dose series show EC50 in µM. 280,000 compounds, 0.02% hits; in the data active means activation above about 50%, passing the limit was not always enough; further: a part of the inactive calls stands beside numbers as strong as those of hits
KOR beta-arrestin-2: KOR antagonists, beta-arrestin recruitment, cell-based, luminescence, uHTS (AID 1778) | Kappa-type opioid receptor (Homo sapiens) | inhibition, % at 10 µM; hits with a dose series show IC50 in µM | KOR beta-arrestin recruitment, luminescence, antagonist mode; higher % means a stronger effect | 290,000 compounds, 0.091% hits; further: strong numbers were not always called active
Salmonella PhoP GFP: inhibitors of PhoP regulon expression, primary screen, Salmonella Typhimurium, GFP reporter (AID 1863); S. Typhimurium PhoP-regulated promoter GFP reporter, 4 h; higher % means a stronger effect; inhibition, % at 50 µM; hits with a dose series show IC50 in µM; 300,000 compounds, 0.16% hits;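 active means inhibition over 29.93%, a cutoff 3 SD above the screen mean, later confirmed by dose response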;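 further: 0% = low Mg2+ inducing control and 100% = high Mg2+ repressing control; strong numbers were not always called active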
HEK293 NOD2/NF-kB: NOD2 signaling inhibitors, cell-based, luminescence, uHTS, HEK293 (AID 1566) | HEK293 NOD2/NF-kB luciferase reporter, luminescence; higher % means a stronger effect | inhibition, % at 4 µM; hits with a dose series show EC50 in µM | 290,000 compounds, 0.63% hits; further: many of its hits are not listed in these tables
Myeloid diff 2 GFP+ MAC1+ %: also measured in Myeloid diff 2; calls as there; GFP+ MAC1+ double positive, %; measured here: differentiation confirmed by MAC1 staining
Starred values were filed as active, the others as inactive; i = inactive; . = no result given; [ ] = remark or other dose. Unless noted, no stated cut-off is given here; in the data, active means inhibition above about 50%; inactive means the rest.

SMILES	Myeloid diff 2	Myeloid diff 2 GFP+ MAC1+ %	LYP inhibition	Siah-1 displacement	HIV peptide binding	NOD1 inhibition	KOR beta-arrestin-1	KOR beta-arrestin-2	Salmonella PhoP GFP	HEK293 NOD2/NF-kB
O=C(Cn1c2c(c(-c3ccccc3Cl)cc1=O)CCC2)N1CCC2(CC1)OCCO2	i	1.0	-6%	-5%	-3.6%	-3%	-3.3%	-29%	17%	18%
CC(=O)Nc1ccc(C(c2c(O)c3ccccc3oc2=O)c2c(C)n(C)n(-c3ccccc3)c2=O)cc1 (centres undefined)	i	0.4	-4%	-8%	1.6%	-28%	2.0%	-14%	-1%	5%
Cn1cc(C=C(C#N)C#N)c2ccccc21	i	0.2	-7%	-1%	72%*	-28%	.	6%[20 µM]	.	16%
CC1CN(C(=O)CCC(=O)N2CCC3(CC2)OCCO3)c2cc(Cl)ccc2O1 (centres undefined)	i	2.2	-16%	-6%	0.2%	17%	4.4%	-33%	3%	10%
O=C(c1ccc(N2CC3CC(C2)c2cccc(=O)n2C3)c([N+](=O)[O-])c1)N1CCCC1 (centres undefined)	i	0.3	1%	1%	1.4%	-23%	-6.5%	23%	8%	1%
CCOP(=O)(OCC)C(NC(=O)C(Cl)Cl)C(Cl)(Cl)Cl (centres undefined)	i	0.8	-2%	3%	3.4%	42%	0.8%	1%	0%	6%
CCN(CC)CCNCc1nc2ccccc2c(=O)n1-c1ccc(F)cc1	i	0.2	6%	-1%	33%	14%	3.5%	-4%	3%	6%
O=C(N/N=C/C1C(=O)NC(=S)N(c2ccccc2)C1=O)c1cc(Br)c(O)c(Br)c1 (centres undefined)	i	0.3	3%	-15%	52%	-20%	4.7%	-18%	-6%	-13%
CCOC(=O)C1(c2ccccc2)CCN(CC(=O)Nc2cccc3ccccc23)CC1	i	0.7	2%	4%	0.6%	-17%	6.9%	-6%	0%	6%
Cn1c(O)c(C(=O)c2ccccc2)c(=O)n(C)c1=O	i	0.8	-1%	2%	3.5%	-31%	0.1%	-22%	-13%	2%
Nc1ccc(N=Nc2ccccc2)cc1	i	1.4	6%	2%	-1.8%	-57%	-1.4%	-3%	1%	-36%
CCOC(=O)CNC(=O)CSP(=S)(OCC)OCC	i	1.1	2%	6%	1.0%	8%	-2.5%	2%	14%	9%
Cn1c(O)c(C=NCCN2CCOCC2)c(=O)[nH]c1=S	i	1.3	-1%	3%	-2.1%	-8%	-0.6%	12%	-4%	13%
CSc1ccc(C(=O)C(C)(C)N2CCOCC2)cc1	i	0.9	-2%	-3%	-0.6%	-3%	-2.1%	6%	-11%	-2%
CN1C(=O)CN=C(c2ccccc2)c2cc([N+](=O)[O-])ccc21	.	.	-2%	-2%	-1.5%	-7%	-1.7%	7%	-1%	25%
CCCCn1c(O)c(C(C)=NCCCN(C)C)c(=O)[nH]c1=O	i	1.4	-5%	-1%	-1.0%	-1%	2.7%	6%	0%	14%
CC(C)Oc1ccc(CC2(CCc3ccncc3)C(=O)NC(=O)NC2=O)cc1	i	0.4	-6%	4%	-1.3%	-9%	0.9%	18%	-2%	2%
CCN1CCN(Cc2ccc(C)cc2C)CC1	i	1.8	-4%	7%	-1.1%	-13%	.	-8%	37%	-3%
COc1ccc2c(c1)c(C(=O)C(C)N1CCCCC1)c(C)n2C (centres undefined)	i	1.1	-1%	1%	1.1%	-12%	3.7%	-5%	-9%	-5%
COc1ccccc1-n1c(-c2ccoc2)nc2ccccc2c1=O	i	0.7	8%	1%	-1.2%	-5%	0.0%	14%	10%	8%

Single records, from the list above. Screens in order: Myeloid diff 2	Myeloid diff 2 GFP+ MAC1+ %	LYP inhibition	Siah-1 displacement	HIV peptide binding	NOD1 inhibition	KOR beta-arrestin-1	KOR beta-arrestin-2	Salmonella PhoP GFP	HEK293 NOD2/NF-kB
Profile of `O=C(Cn1c2c(c(-c3ccccc3Cl)cc1=O)CCC2)N1CCC2(CC1)OCCO2` = i	1.0	-6%	-5%	-3.6%	-3%	-3.3%	-29%	17%	18%
Profile of `CCOP(=O)(OCC)C(NC(=O)C(Cl)Cl)C(Cl)(Cl)Cl` (centres undefined) = i	0.8	-2%	3%	3.4%	42%	0.8%	1%	0%	6%
Profile of `COc1ccc2c(c1)c(C(=O)C(C)N1CCCCC1)c(C)n2C` (centres undefined) = i	1.1	-1%	1%	1.1%	-12%	3.7%	-5%	-9%	-5%

More compounds.
SMILES	Myeloid diff 2	Myeloid diff 2 GFP+ MAC1+ %	LYP inhibition	Siah-1 displacement	HIV peptide binding	NOD1 inhibition	KOR beta-arrestin-1	KOR beta-arrestin-2	Salmonella PhoP GFP	HEK293 NOD2/NF-kB
CCOC(=O)C1=C(N)OC2=C(C(=O)CCC2)C12C(=O)N1c3c(ccc(C)c32)C(C)=CC1(C)C (centres undefined)	i	0.6	-4%	-1%	-1.4%	-1%	-6.7%	8%	-9%	-2%
Cc1c(C(=O)N2CCC3(CC2)OCCO3)sc2ncnc(N3CCc4ccccc4C3)c12	i	0.7	-4%	12%	-1.3%	-29%	-4.2%	-22%	3%	7%
Cc1c(C(=O)N2CCC3(CC2)OCCO3)oc2ccc(S(=O)(=O)N3CCOCC3)cc12	i	0.6	3%	5%	-2.0%	-3%	-0.5%	-36%	-11%	10%
COC(=O)C(O)(c1ccc(NC(=S)NC(=O)c2ccc(Cl)cc2Cl)c(C)c1)C(F)(F)F (centres undefined)	i	0.3	5%	8%	0.5%	-8%	0.1%	-22%	12%	14%
CN1CCN(c2ncnc3nc[nH]c23)CC1	i	0.5	-10%	5%	0.8%	-19%	4.9%	-63%	2%	18%
CN1CCN(c2ccc(S(=O)(=O)C(F)(F)F)cc2[N+](=O)[O-])CC1	i	0.6	-5%	4%	2.9%	-9%	-2.2%	9%	-10%	3%
Cc1cccc(C)c1OP(N)(=O)Oc1c(C)cccc1C	i	0.2	-5%	0%	1.2%	2%	1.5%	-12%	-17%	21%
CC(C)n1c(O)c(C=NCc2ccccc2)c(=O)[nH]c1=S	i	0.2	3%	4%	-0.5%	-12%	2.4%	25%	-11%	7%
CCCCOc1ccc(CCN)cc1Cl	i	0.0	-5%	-2%	-2.3%	-22%	0.4%	-13%	15%	-14%
O=C(COc1ccc2ccccc2c1)N1CCN(Cc2ccncc2)CC1	i	0.8	-7%	6%	8.0%	8%	15%	-20%	0%	1%
CCOP(=S)(OCC)C(O)CCCCCn1c(=O)c(F)cn(C2CCCO2)c1=O (centres undefined)	i	0.7	-13%	-4%	-0.8%	-2%	-0.2%	-2%[20 µM]	-3%	15%
C=Cc1ccc(Cn2c(C(=O)O)c(C=O)c3ccccc32)cc1	i	0.6	3%	9%	8.3%	-30%	0.0%	4%	0%	10%
CCCCNC(=O)NC(C(N)=O)P(=O)(OCC)OCC (centres undefined)	i	0.2	-11%	1%	-0.5%	-7%	3.1%	1%	-10%	-6%
CCN(CC)c1ccc(CN(C)CCc2ccc(OC)c(OC)c2)cc1	i	7.1	-4%	2%	0.5%	-5%	1.5%	16%	-3%	6%
COc1cccc(CCNCc2c(F)cccc2F)c1	i	0.1	-5%	16%	1.9%	-30%	-5.3%	1%	3%	-17%
CCn1c(O)c(C=Nc2cc(Cl)ccc2Cl)c(=O)n(CC)c1=O	i	1.0	-9%	3%	49%	-20%	2.2%	18%	-5%	9%
COc1ccc(-n2c(O)c(/C=C3\C=Nc4ccc(Br)cc43)c(=O)[nH]c2=O)cc1	i	1.0	0%	2%	45%	.	1.1%	24%	-34%	.
CCc1cccc(C)c1NC(=S)N1CC2CC(C1)c1cccc(=O)n1C2 (centres undefined)	i	0.3	1%	4%	8.4%	-18%	-3.3%	14%	1%	11%
O=C(c1cccc([N+](=O)[O-])c1)C12CN3CN(CN(C3)C1)C2	i	0.6	-11%	-2%	1.9%	-31%	-4.6%	0%	-1%	-5%
O=C(c1ccc(Br)cc1)C12CN3CN(CN(C3)C1)C2	i	0.5	-1%	4%	-0.7%	-23%	-1.4%	11%	5%	19%
CC(=O)c1ccc2c(c1)OCO2	i	1.8	-3%	-9%	5.6%	21%	11%	-28%	2%	-17%
C=CCN=C(SCC(=O)c1ccc(Cl)cc1)c1c(O)n(C)c(=O)n(C)c1=O	i	0.7	-3%	-6%	-0.4%	-11%	3.2%	-1%	-4%	17%
CN1CCN(/N=C/c2c[nH]c3ccccc23)CC1	i	0.5	1%	11%	-1.1%	-2%	-2.0%	41%	-8%	16%
O=C1CC(N2CCC(n3c(=O)[nH]c4ccccc43)CC2)C(=O)N1c1ccc(F)cc1 (centres undefined)	i	0.5	1%	-8%	-1.9%	11%	.	.	12%	-2%
CCCCC(CC)CNCC(O)c1ccccc1 (centres undefined)	i	0.1	-5%	10%	-1.4%	-20%	-3.6%	20%	17%	4%
CCCCc1ccc2[nH]cc(CCN)c2c1	i	8.0	-11%	-1%	-1.6%	-43%	-2.4%	-14%	16%	-17%
CC1(C)C(=O)C=C[C@]2(C)[C@H]3CC[C@@]4(C)[C@H](c5ccoc5)OC(=O)[C@H]5O[C@]54[C@]3(C)[C@H](O)C[C@@H]12	.	.	-2%	-4%	0.9%	18%	2.5%	-36%	-4%	-83%
Nc1ccc2nonc2c1[N+](=O)[O-]	i	1.0	-4%	-5%	146%	-26%	-4.2%	4%	2%	20%
O=C(c1cccn2c(=O)c3ccccc3nc12)N1CCC2(CC1)OCCO2	i	1.0	-6%	-4%	-0.1%	-10%	4.1%	-30%	-17%	2%
CCCCn1c(C)c(C(=O)OCC)c2c(CN3CCOCC3)c(O)ccc21	i	7.3	-5%	1%	-0.3%	-2%	-0.6%	6%	5%	2%
CCOc1cc(C=C2C(=O)NC(=O)NC2=O)cc([N+](=O)[O-])c1O	.	.	-1%	16%	1.4%	0%	4.3%	-37%[20 µM]	1%	-5%
O=C(O)Cn1cc(/C=C2\C(=O)NC(=O)N(c3ccc(Br)cc3)C2=O)c2ccccc21	i	0.6	-1%	-1%	43%	6%	1.4%	7%	0%	2%
COc1ccccc1N1CCN(Cc2c(F)cccc2F)CC1	i	0.5	-6%	6%	3.9%	2%	-1.2%	-2%	0%	-4%
CCCCC(=O)N/N=C/c1c(O)n(C2CC2)c(=S)[nH]c1=O	i	0.6	-1%	-6%	4.8%	-30%	1.2%	4%	-23%	7%
CCNC(=O)NC(=O)C(C)OC(=O)c1c(C)nn(Cc2ccccc2Cl)c1Cl (centres undefined)	i	0.2	5%	3%	0.2%	0%	1.2%	4%	-7%	13%
Cc1nc2ccccc2c(=O)n1-c1cccc(C(F)(F)F)c1	i	0.8	-7%	-3%	-0.3%	-12%	-2.7%	0%	9%	-2%
O=c1[nH]c(=S)n(C2CC2)c(O)c1C=NCC1CCCO1 (centres undefined)	i	0.3	6%	14%	-0.5%	-13%	2.5%	-32%	-7%	-8%
CC(C)NC(C)C(=O)C12CC3CC(CC(C3)C1)C2 (centres undefined)	i	0.6	-2%	2%	-1.2%	-17%	-7.6%	13%	-18%	-10%

A portion of the library, so the mix of outcomes need not match the whole.
